From PubChem BioAssay
LEDGF integ inh – blocks HIV-1 LEDGF/p75-dependent DNA integration; TR-FRET IN-LEDGF/p75 DNA integration, Eu/Cy5; inhibition, % at 3.7 µM; hit rate 0.64% among 370,000; AID 743269;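 active = inhibition above the screen-wide mean plus 3 SD, cut at about 13% in these data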;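 note: signal is the Cy5 over europium emission ratio at 671 and 618 nm; 0% = plate median of compound wells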
PLC-gamma1 inh – inhibitors of human phospholipase C gamma1; AID 720700; P19174; purified PLC-gamma1, fluorogenic substrate, fluorescence; hit rate 0.84% among 370,000; inhibition, % at 12.2 µM; in the data active = inhibition above about 9.5%
Target sequence (P19174 whole entry, looked up): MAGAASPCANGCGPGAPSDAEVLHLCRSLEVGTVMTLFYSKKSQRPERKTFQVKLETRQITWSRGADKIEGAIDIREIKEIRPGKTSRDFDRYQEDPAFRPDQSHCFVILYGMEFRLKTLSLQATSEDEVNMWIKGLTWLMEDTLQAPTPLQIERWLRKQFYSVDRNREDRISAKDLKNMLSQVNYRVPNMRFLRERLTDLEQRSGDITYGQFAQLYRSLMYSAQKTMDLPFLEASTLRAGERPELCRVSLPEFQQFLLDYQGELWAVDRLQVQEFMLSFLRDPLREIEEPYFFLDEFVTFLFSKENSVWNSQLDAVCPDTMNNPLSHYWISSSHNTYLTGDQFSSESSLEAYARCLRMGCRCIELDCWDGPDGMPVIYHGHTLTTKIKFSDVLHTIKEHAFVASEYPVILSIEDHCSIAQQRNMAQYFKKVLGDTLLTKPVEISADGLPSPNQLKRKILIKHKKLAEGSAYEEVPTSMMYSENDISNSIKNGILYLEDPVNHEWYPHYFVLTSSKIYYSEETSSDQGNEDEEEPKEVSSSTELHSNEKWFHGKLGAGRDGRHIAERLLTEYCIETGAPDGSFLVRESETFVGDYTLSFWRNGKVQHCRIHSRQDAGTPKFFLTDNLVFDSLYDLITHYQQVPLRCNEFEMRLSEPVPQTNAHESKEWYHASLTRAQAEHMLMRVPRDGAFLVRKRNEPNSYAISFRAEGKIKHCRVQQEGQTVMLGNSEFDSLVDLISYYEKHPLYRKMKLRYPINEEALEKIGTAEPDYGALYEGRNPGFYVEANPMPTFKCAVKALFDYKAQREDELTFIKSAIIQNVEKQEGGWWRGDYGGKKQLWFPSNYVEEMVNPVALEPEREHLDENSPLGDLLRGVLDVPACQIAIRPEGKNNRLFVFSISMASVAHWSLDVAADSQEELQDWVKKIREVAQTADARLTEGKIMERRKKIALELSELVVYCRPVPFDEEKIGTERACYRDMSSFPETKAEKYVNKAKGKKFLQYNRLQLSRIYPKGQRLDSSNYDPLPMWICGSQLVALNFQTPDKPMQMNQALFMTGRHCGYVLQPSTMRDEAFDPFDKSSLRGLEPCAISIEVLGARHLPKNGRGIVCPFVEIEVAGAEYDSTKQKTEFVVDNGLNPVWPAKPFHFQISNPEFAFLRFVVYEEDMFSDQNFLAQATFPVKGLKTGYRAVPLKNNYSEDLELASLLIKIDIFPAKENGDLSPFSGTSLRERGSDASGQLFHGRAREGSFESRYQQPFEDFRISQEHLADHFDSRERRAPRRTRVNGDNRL
ARFGAP1 inhibitor – inhibitors of rat ARFGAP1; hit rate 0.26% among 360,000; Q62848; inhibition, % at 16.5 µM; Arfgap1-stimulated ARF1 GTP hydrolysis, GDP FP detection;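 active = inhibition above a per-plate limit, mean inhibition of low control wells plus 3 SD, cut at about 25% in these data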;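 note: 0% = DMSO wells with enzyme and 100% = wells lacking Arfgap1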
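Repeats: one replicate per compound; assay system: rat Arfgap1 catalytic domain, aa 1-136; times: enzyme reaction 120 min at 25 °C after 20 min preincubation; detection: FP of antibody-bound GDP Alexa 633 tracer, ex 620/em 688 nm; benchmarks: high control wells lacking Arfgap1, low control full reaction with DMSO; reagent: human ARF1(Δ1-17)-GTP substrate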
Tn7 DDE FP – inhibitors of Tn7 peptide binding to human fibrin DD(E). P02675. FP displacement of FITC-Tn7 peptide from fibrin DD(E); 0% = median of compound wells per plate. inhibition, % at 8.3 µM. hit rate 0.13% among 370,000;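 active = inhibition above the mean of compounds falling within the control limits plus 3 SD of them, cut at about 14% in these data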;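 note: 0% = plate median of compound wells and 100% = 10 µM Aha-Tn7 peptide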
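Measure: % inhibition scaled between sample-field median and high-control FP; Test system: human fibrin DD(E); Quantity: 2 µM final DD(E) protein; Doses: one dose, 8.3 µM nominal; Schedule: compound with protein 10 min, then 3 h after probe, room temperature; Detection: fluorescence polarization; Medium: Tris buffer with calcium and detergent, pH 7.8.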
TDP2 inh – blocks human TDP2 phosphodiesterase activity; O95551; recombinant TDP2, T5PNP hydrolysis, p-nitrophenol absorbance 415 nm; inhibition, % at 12.8 µM; hit rate 0.34% among 370,000;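 active = inhibition above the mean of all tested compounds plus 3 SD, set per campaign, cut at about 25% in these data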;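 note: 0% = DMSO with enzyme and 100% = buffer with substrate but no TDP2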
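Read-out basis: percent inhibition. System: recombinant human TDP2. Buffer or medium: Mg2+-containing Tris-HCl buffer, pH 7.5. Repeats: single replicate. Timing: reaction 2 h, 37 °C. Benchmarks: high control without enzyme, low control DMSO plus TDP2. Probe or stimulus: 5 mM T5PNP. Doses: 12.8 µM only. Measured by: epi absorbance of p-nitrophenol freed from T5PNP by hydrolysis.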
KLK7 zymogen act – proKLK7 (human) activation, primary screen; P49862; purified proKLK7, EDANS-DABCYL substrate fluorescence; 100% is mature enzyme control, 0% vehicle; activation, % at 7 µM; hit rate 0.9% among 370,000;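 active = activation above the mean of all tested compounds plus 3 SD, computed per campaign excluding outliers beyond control limits, cut at about 13% in these data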
DDE Tn6 FP inh – inhibitors of Tn6 peptide binding to human fibrin DD(E). hit rate 0.21% among 370,000. Fibrin DD(E) TRITC-Tn6 fluorescence polarization displacement. P02675. inhibition, % at 8.3 µM;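 active = inhibition above a per-campaign cutoff: mean of compounds within control limits plus 3 SD, cut at about 15% in these data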;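 note: 0% = median of all compound wells on the plate and 100% = blocking peptide control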
ADAM17 inh – inhibits human ADAM17; hit rate 0.83% among 370,000; AID 720648; inhibition, % at 6.95 µM; recombinant ADAM17, EDANS/DABCYL FRET peptide cleavage; P78536;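 active = inhibition above the mean of compounds lying between control limits plus 3 SD, set per campaign, cut at about 8.5% in these data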;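 note: 0% = DMSO-only wells as the low control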
ADAM10 inh – inhibitors of human ADAM10 | O14672 | recombinant ADAM10, EDANS/DABCYL FRET peptide cleavage, 3 h | inhibition, % at 7 µM | hit rate 0.62% among 370,000 | AID 720582;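 active = inhibition above a per-campaign cutoff equal to the mean of compounds falling between control-based bounds plus 3 SD, cut at about 20% in these data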;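 note: 0% = DMSO wells while the 100% control is not disclosed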
ASAP1 inh – ASAP1 ArfGAP inhibition. ASAP1-stimulated ARF1 GTP hydrolysis, GDP FP detection. inhibition, % at 16.5 µM. hit rate 0.19% among 360,000. AID 624377; in the data active = inhibition above about 25%;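 note: 0% = vehicle with enzyme and substrate and 100% = no enzyme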
* hit, by the source's call; x = no result given.

SMILES	LEDGF integ inh	PLC-gamma1 inh	ARFGAP1 inhibitor	Tn7 DDE FP	TDP2 inh	KLK7 zymogen act	DDE Tn6 FP inh	ADAM17 inh	ADAM10 inh	ASAP1 inh
CCOc1ncccc1C(=O)OCC(=O)NC1CCCCC1	-1	1	-5	-4	5	-0.1	6	-2	-17	0
CCOC(=O)Cc1nn(C)c(=O)c2ccccc12	0	1	2	3	8	0.1	3	-3	-15	1
Cc1c(C#N)c2ccccc2n1CC(=O)NCc1cccnc1	0	-3	-9	-2	9	-0.6	2	-7	-7	-12
C(=NNc1nnn(Cc2ccccc2)n1)c1ccccc1	-2	-2	10	11	-8	-0.9	5	-2	3	-6
Cc1ccc(-c2nn(-c3ccccc3)cc2C(=O)NC2CCC(O)CC2)cc1 (configuration not stated)	-1	7	8	-3	-11	-0.1	-3	-9	2	5
COc1ccc(N=C2SCC(c3ccc([N+](=O)[O-])cc3)=NN2CCO)cc1	-5	3	-4	2	-17	-0.8	-4	4	3	2
CCOC(=O)C1C(=O)NC(N2CCc3ccccc32)=NC1c1ccccc1 (configuration not stated)	3	-2	-1	-8	-12	0.2	-6	1	0	3
COc1ccc(CN2CCN(C(C)C(=O)N3CCc4ccccc43)CC2)cc1OC (configuration not stated)	0	1	0	8	3	-0.4	5	-4	1	9
CC(/C=N\NC(=O)Cn1c(C)nc2ccccc21)=C\c1ccccc1	2	1	10	1	-4	0.1	7	-1	-7	7
COc1ccc(S(=O)(=O)c2c[nH]c(=S)[nH]c2=O)cc1Cl	0	-5	-1	15*	0	-1.0	1	0	-2	-1
Cc1csc(NC(=O)c2cccc(S(=O)(=O)N3CCCCC3)c2)n1	0	-4	10	-1	5	0.2	3	0	4	-16
CC1C(=O)Nc2ccc(S(=O)(=O)N3CCCCCC3)cc21 (configuration not stated)	-3	-37	-5	-1	1	1.4	-1	-17	-52	3
CN(C)C(=O)COc1ccc(Br)cc1	0	-1	-2	-5	0	-0.3	8	-1	-7	-15
COc1ccc(CC(N)c2csc(NC(=O)Nc3ccccc3Oc3ccccc3)n2)cc1 (configuration not stated)	3	3	8	6	-13	-0.9	-8	6	3	8
N#Cc1ccccc1S(=O)(=O)N1CCN(c2cnccn2)CC1	1	-32	-2	-4	0	-2.4	-8	-20	-72	-3
COc1cccc(-c2cnc3c(NC=O)cc(-c4ccoc4)cn23)c1	13*	-42	-5	3	4	0.2	6	-9	-40	5
CCCOc1ccc(CCC(=O)N/N=C/c2ccncc2)cc1	1	0	0	-5	-6	0.4	-9	-1	-3	-4
CCOc1ccc2nc(NS(=O)(=O)c3cccs3)sc2c1	-2	4	-5	-3	-4	-0.7	-7	1	-4	-5
O=C(NC1CCCc2ccccc21)c1ccccc1OC(F)F (configuration not stated)	3	3	6	-2	-6	-0.6	0	1	3	12
NC(Cc1ccc(OC(F)F)cc1)C(=O)O (configuration not stated)	7	2	0	-2	0	0.1	0	-1	-2	-3
COc1ccc(C2C(C(C)=O)=C(Nc3ccccc3)CC(C)(O)C2C(C)=O)cc1OC (configuration not stated)	-2	-13	7	1	6	-0.7	-9	-4	-2	-6
Cc1ccc(NC(=O)CN(C)C(=O)c2cccnc2Nc2cccc(C(F)(F)F)c2)cc1	2	3	18	-10	1	0.8	-7	13*	36*	7
CC1CCc2ccccc2N1C(=O)c1cccs1 (configuration not stated)	-2	-1	6	1	-1	0.0	4	-4	-7	2
O=C(Nc1ccccc1Cl)c1ccccc1Cl	0	5	11	-1	-13	-0.2	4	-1	9	8
O=C(NCCC1=CCCCC1)c1ccc(Br)o1	3	2	8	6	-8	-0.1	-3	0	-10	-22
(further entries)
SMILES	LEDGF integ inh	PLC-gamma1 inh	ARFGAP1 inhibitor	Tn7 DDE FP	TDP2 inh	KLK7 zymogen act	DDE Tn6 FP inh	ADAM17 inh	ADAM10 inh	ASAP1 inh
CCOc1ccccc1N1C(=O)c2cccnc2C1=O	1	1	-1	-5	3	-0.2	-1	-4	-7	4
COc1cc(S(=O)(=O)N2CCOCC2)ccc1NC(=O)COC(=O)/C=C/c1cc(OC)c(OC)c(OC)c1	3	-3	1	0	8	0.0	1	-6	-10	-18
O=C(COc1ccccc1)Nc1ccc2[nH]ncc2c1	-1	-1	-14	-3	4	0.3	-8	-4	3	-3
CCCC(=O)Nc1ccc(C(=O)N/N=C/c2ccc[nH]2)cc1	-2	-26	13	-2	4	-0.1	8	0	-4	5
CCCC(=O)NC(C)C(c1cccs1)N1CCN(c2ccccc2)CC1 (configuration not stated)	0	0	-3	-3	-2	0.3	-2	-1	5	13
O=C1C=C(c2cc3ccccc3s2)C[C@@H](c2ccc3c(c2)OCO3)C1	0	2	11	6	-3	-0.1	1	-4	2	5
Cc1cc(C)n(-c2nc3ccccc3nc2N2CCN(C(=O)c3ccc(Cl)cc3)CC2)n1	0	-48	-7	-1	3	2.3	-3	-9	-15	-14
CN(C)c1ccnc(Nc2ccc(O)cc2)c1C#N	-4	2	-4	4	-2	0.6	0	-3	-2	-6
COc1ccccc1NC(=O)CSc1nnc(-c2ccncc2)o1	-1	0	-4	-5	8	-0.3	-6	-3	1	8
Cc1cccc(N2CCN(S(=O)(=O)c3cccc4nonc34)CC2C)c1 (configuration not stated)	2	2	5	2	-5	-0.6	7	3	2	0
COc1ccccc1NC(=O)c1ccc2[nH]c(C)c(C)c2c1	-4	-9	14	-2	15	0.4	3	-1	3	0
O=C1CCCCN1CC(=O)N1CCCC(Nc2ccc(F)c(F)c2)C1 (configuration not stated)	-1	2	-6	-1	2	0.2	-6	-5	-16	1
COC(=O)[C@H]1C[C@@H]1[C@H](NS(=O)(=O)c1ccccc1)c1ccccc1	0	3	6	-1	6	0.3	-4	-2	1	-6
Cc1nnc(SCCn2c(Br)nc3c2c(=O)[nH]c(=O)n3C)s1	1	1	9	2	-1	-0.3	5	-3	6	-9
COc1ccc(C(=O)Cn2cc[n+](C)c2)cc1	6	3	-11	-2	0	0.2	-3	-1	1	1
O=C(N/N=C/c1cccnc1)c1ccc(NC(=O)c2cccc(Cl)c2)cc1	-2	-2	-8	-4	-6	-0.4	-5	-1	-2	23
CC(C)NC(=O)c1cc(C2CCCCN2C(=O)OCCF)on1 (configuration not stated)	-4	-1	6	9	-1	-0.3	5	-1	-12	1
O=C(/C=C/c1cccc([N+](=O)[O-])c1)Nc1ccc(NC(=O)c2cccs2)cc1	0	4	7	-4	2	-0.5	-1	0	2	0
Cc1ccc(-c2nnc(SCC(=O)NC3CCCc4ccccc43)n2N)cc1 (configuration not stated)	-2	-3	-2	6	7	0.3	6	0	7	-20
Cc1cc2nc3s/c(=C/c4ccc(-c5ccccc5C(=O)O)o4)c(=O)n3c2cc1C	-5	-9	6	-5	2	-0.6	-5	-4	-5	-3
C[C@@H]1CN([C@@H](C)CO)C(=O)c2cc(NS(=O)(=O)c3ccc(F)cc3)ccc2O[C@@H](C)CCCCO[C@H]1CN(C)C(=O)NC1CCCCC1	5	1	-12	-2	4	0.0	3	1	4	-7
CCCC(=O)Nc1ccc(C(=O)COC(=O)C2CC2)cc1	1	5	-12	3	5	0.4	-2	-6	-5	-4
CCS(=O)(=O)Nc1ccc2c(c1)OCO2	-1	-1	0	2	1	-0.2	-4	-5	-7	8
O=C(c1ccccc1[N+](=O)[O-])N1CCc2ccccc2C1	-2	0	9	7	-3	-0.2	7	-3	-1	-16
COc1ccc(-c2cccc(NS(=O)(=O)c3cc([N+](=O)[O-])ccc3Cl)c2)nn1	0	0	-3	-7	-2	0.8	11	-1	3	10

Profiles from above. Screens in order: LEDGF integ inh, PLC-gamma1 inh, ARFGAP1 inhibitor, Tn7 DDE FP, TDP2 inh, KLK7 zymogen act, DDE Tn6 FP inh, ADAM17 inh, ADAM10 inh, ASAP1 inh
Cc1cc2nc3s/c(=C/c4ccc(-c5ccccc5C(=O)O)o4)c(=O)n3c2cc1C is listed as -5, -9, 6, -5, 2, -0.6, -5, -4, -5, -3
O=C1CCCCN1CC(=O)N1CCCC(Nc2ccc(F)c(F)c2)C1 (configuration not stated) is listed as -1, 2, -6, -1, 2, 0.2, -6, -5, -16, 1
COc1ccc(C(=O)Cn2cc[n+](C)c2)cc1 is listed as 6, 3, -11, -2, 0, 0.2, -3, -1, 1, 1
Cc1cccc(N2CCN(S(=O)(=O)c3cccc4nonc34)CC2C)c1 (configuration not stated) is listed as 2, 2, 5, 2, -5, -0.6, 7, 3, 2, 0

(list continues)
SMILES	LEDGF integ inh	PLC-gamma1 inh	ARFGAP1 inhibitor	Tn7 DDE FP	TDP2 inh	KLK7 zymogen act	DDE Tn6 FP inh	ADAM17 inh	ADAM10 inh	ASAP1 inh
CCc1cc(CNC(=O)c2cc(COc3ccc(C)nc3)on2)on1	2	-8	-6	2	5	0.2	0	-4	-7	-3
COc1ccc(C(CNC(=O)C(CCSC)NC(=O)c2ccccc2Cl)N2CCOCC2)cc1 (configuration not stated)	-1	2	-12	-3	-8	-0.6	-3	-1	-6	-14
N#CCC(=O)N1CCCCCC1	0	0	1	-1	2	-1.1	-5	-4	-8	-12
COc1ccccc1CNC(=O)OCc1nccnc1C(=O)Nc1ccc(Br)cn1	3	1	-6	3	9	0.0	-3	-3	-1	0
CC1(C)C(c2ccccc2)=[N+]([O-])CN1O	-1	1	15	-8	5	-0.3	-2	-6	-2	3
CC(C)c1onc(C(=O)NCc2ccccn2)c1[N+](=O)[O-]	-2	1	-4	6	-10	0.7	1	-4	-8	-8
S=C(NCc1cccs1)NCC1CCCO1 (configuration not stated)	-2	3	6	5	-1	0.0	6	-1	-2	2
CCN(CC(=O)NCc1ccc(F)cc1)C(=O)/C=C/c1ccc(OC)c(S(=O)(=O)NC(C)C)c1	5	2	-1	-4	3	0.4	0	1	-2	12
CC(=O)N(C)c1ccc(NC(=O)c2ccco2)cc1	-1	-1	-5	-1	8	-0.2	-5	-5	-11	9
COc1cc(C(=O)NNC(=O)C2CC2)cc(OC)c1OC	-3	2	0	-6	-7	0.7	7	-1	-2	2
COC(=O)c1ccccc1C(=O)N(c1ccccc1)c1ccccc1	1	-1	9	-2	-8	0.3	-2	-3	-3	-15
CC(=O)N(C1=C(Cl)C(=O)c2ccccc2C1=O)c1ccc(C(=O)O)cc1	2	-10	12	-11	42*	-0.4	-13	0	4	29*
COc1ccc(C)c(NC(=O)[C@@H]2CCCN2S(=O)(=O)c2cccc3cccnc23)c1	1	2	x	-3	13	x	4	-2	3	x
Cn1c(SCC(=O)N2CCN(c3ccccc3)CC2)nnc1-c1ccncc1	-2	1	-4	9	-3	0.8	-1	3	9	-16
COc1ccc(NC(=O)c2ccc3nc(-c4ccccc4)c(-c4ccccc4)nc3c2)c(OC)c1	-4	2	1	11	5	-0.5	-6	-2	-8	2
